Screens: PubChem BioAssay, several laboratories
IDE inh: human IDE inhibitors in live cells, primary screen, fluorescence polarization, HEK cells, FAbetaB substrate. FAbetaB cleavage. hit rate 0.41% among 320,000. inhibition, % at 5.59 µM. Insulin-degrading enzyme (Homo sapiens), P14735;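 active = percent inhibition above the average of all tested compounds plus 3 SD, set per screening campaign, cut at about 16% in these data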;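 also: IDE supplied by intact live HEK cells; FP after avidin binding of uncleaved biotin substrate so inhibition keeps polarization high; 0% = DMSO wells and 100% = 60 µM reference IDE inhibitor Ii1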
Target sequence (P14735 whole entry, looked up): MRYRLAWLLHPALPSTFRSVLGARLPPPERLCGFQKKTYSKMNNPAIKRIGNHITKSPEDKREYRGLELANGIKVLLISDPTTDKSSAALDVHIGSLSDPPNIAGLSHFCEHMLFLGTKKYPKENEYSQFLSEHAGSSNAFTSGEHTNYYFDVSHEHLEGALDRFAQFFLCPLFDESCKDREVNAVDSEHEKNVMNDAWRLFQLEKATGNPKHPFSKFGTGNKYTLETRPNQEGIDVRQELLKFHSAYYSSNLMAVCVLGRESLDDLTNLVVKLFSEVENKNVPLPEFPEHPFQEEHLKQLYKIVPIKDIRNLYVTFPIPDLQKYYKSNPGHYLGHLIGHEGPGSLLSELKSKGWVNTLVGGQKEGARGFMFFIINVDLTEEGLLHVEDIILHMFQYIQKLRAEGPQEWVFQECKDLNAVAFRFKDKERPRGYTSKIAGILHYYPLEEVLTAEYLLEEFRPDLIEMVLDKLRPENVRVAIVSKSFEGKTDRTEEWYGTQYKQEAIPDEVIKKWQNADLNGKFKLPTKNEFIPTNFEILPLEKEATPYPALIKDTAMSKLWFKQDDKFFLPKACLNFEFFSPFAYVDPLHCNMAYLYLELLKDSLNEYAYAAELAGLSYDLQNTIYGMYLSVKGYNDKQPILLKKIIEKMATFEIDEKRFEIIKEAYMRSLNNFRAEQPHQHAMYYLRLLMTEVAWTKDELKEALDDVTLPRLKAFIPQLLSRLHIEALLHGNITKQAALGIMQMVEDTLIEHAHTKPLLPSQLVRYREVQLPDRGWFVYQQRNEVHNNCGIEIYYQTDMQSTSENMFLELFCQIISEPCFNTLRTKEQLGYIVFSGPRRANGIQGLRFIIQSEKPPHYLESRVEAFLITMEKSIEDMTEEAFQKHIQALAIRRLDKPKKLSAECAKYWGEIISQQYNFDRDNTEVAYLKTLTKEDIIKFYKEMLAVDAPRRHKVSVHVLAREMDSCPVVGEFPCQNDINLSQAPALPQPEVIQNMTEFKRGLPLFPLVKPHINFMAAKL
VIM-2 inhibitor: VIM-2 metallo-beta-lactamase inhibitors, primary screen, biochemical, epi-absorbance readout, Pseudomonas aeruginosa enzyme. purified VIM-2, nitrocefin hydrolysis, epi-absorbance fluorescence. inhibition, % at 5.6 µM. hit rate 0.89% among 290,000;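 active = inhibition above the mean of all tested compounds plus 3 SD, cutoff set per screening run, cut at about 7.5% in these data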;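 also: red hydrolysis product quenches plate fluorescence so inhibitors raise well fluorescence; 0% = enzyme with DMSO and 100% = DMSO without enzyme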
GalR3 antagonist: GalR3 antagonists in HEK293 cells, primary screen, cell-based, fluorescence readout; Galanin receptor type 3 (Homo sapiens), O60755; HEK293 GalR3-CNG cAMP membrane potential fluorescence; galR3 body fused to GalR1 C-terminus; inhibition, % at 3 µM; hit rate 0.44% among 360,000; AID 651719, 2012;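 active = inhibition above the screen-wide average plus 3 SD, cut at about 13% in these data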;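 also: forskolin and galanin both at EC90 stimulate the cells; cAMP rise reported by CNG channel membrane potential dye signal; 0% = forskolin plus galanin with DMSO and 100% = forskolin alone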
p-CIP stab down: p/CIP-EGFP fusion destabilizers, primary screen, fluorescence, F442A cells | AID 1984, 2009 | hit rate 0.01% among 290,000 | decrease of EGFP signal, % at 10 µM | 16 h;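 active = EGFP signal decrease of at least 30% at 10 µM or well 3 SD below plate mean, unless failing retest; inactive = the rest, including hits failing retest or dose response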; also: some compounds called inactive have numbers as strong as hits; many of its hits are not listed in these tables
IMP-1 inhibitor: IMP-1 metallo-beta-lactamase inhibitors, primary screen, biochemical, epi-absorbance readout, Pseudomonas aeruginosa enzyme; metallo-beta-lactamase IMP-1 (Pseudomonas aeruginosa); purified IMP-1, nitrocefin hydrolysis, epi-absorbance fluorescence; inhibition, % at 5.6 µM; hit rate 0.45% among 290,000; AID 1556, 2009;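 active = inhibition above the mean plus 3 SD of all compounds in the same screening run, cut at about 4.5% in these data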;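 also: 0% = IMP-1 with DMSO and 100% = DMSO wells lacking enzyme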
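Assay system: purified recombinant IMP-1 beta-lactamase. Input: IMP-1 0.2 nM before substrate addition. Buffer or medium: Zinc- and detergent-supplemented HEPES buffer, pH 7.1. Schedule: 25 °C, 15 min preincubation, 25 min reaction. Signal: Epi-absorbance fluorescence, 480 nm excitation, 530 nm emission. Evaluation: percent inhibition from optical density relative to buffer-blank wells.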
IDE cell activ: human IDE activators in live cells, primary screen, fluorescence polarization, HEK cells, FAbeta-B substrate; Insulin-degrading enzyme (Homo sapiens), P14735; FAbeta-B cleavage; 0% vehicle, 100% cell-free pure enzyme wells; activation, % at 5.96 µM; hit rate 0.073% among 340,000; AID 493087, 2011;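 active = activation above the mean of all tested compounds plus 3 SD, set per screening campaign, cut at about 17% in these data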
NS3 helicase inh: inhibitors of HCV NS3 helicase, primary screen, biochemical, Cy5 molecular beacon fluorescence; Hepatitis C virus NS3 helicase; NS3 helicase DNA unwinding; inhibition, % at 10.9 µM; hit rate 0.56% among 290,000;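 active = inhibition above the mean of all tested compounds plus 3 SD, set per campaign, cut at about 35% in these data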;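 also: 0% = DMSO wells and 100% = thioflavine S control wells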
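assay system = NS3 helicase fragment of HCV | buffer or medium = MOPS pH 6.5, MgCl2, DTT, Tween20, BSA | timing = 60 min unwinding reaction at 25 °C after ATP addition | signal = Cy5 beacon fluorescence read at start and 1 h | read-out basis = % inhibition of unwinding | control set = low DMSO, high thioflavine S at 110 µM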
CRFBP-R2 block: antagonists of CRF-BP/CRF-R2 complex, primary screen, cell-based, HEK293, calcium dye fluorescence, uHTS; CRF-induced calcium fluorescence; inhibition, % at 11.8 µM; hit rate 0.59% among 350,000; AID 588475, 2011;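 active = inhibition of the ligand-induced calcium signal above about 50% at the single tested concentration, limit read from the data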
SUMO HTRF inh: inhibitors of in vitro SUMOylation cascade, primary screen, biochemical, HTRF, uHTS. SUMO-conjugating enzyme UBC9 (Homo sapiens), P63279. HTRF SUMOylation assay, SAE1/SAE2 + UBC9. inhibition, % at 35 µM. hit rate 0.36% among 290,000. AID 2006, 2009; in the data active = inhibition above about 50%, passing the limit was not always enough; also: strong numbers were not always called active
* marks the source's active call; other numbers are inactive results; x = no result given. Only part of the results is shown; rates above refer to the full screens.

Compound	CRFBP-R2 block	IDE inh	GalR3 antagonist	VIM-2 inhibitor	IMP-1 inhibitor	p-CIP stab down	IDE cell activ	NS3 helicase inh	SUMO HTRF inh
c1ccc2c(c1)CC1CNCc3cccc(c31)S2 (configuration not stated)	5	4	2	0.2	-1.5	8	4	-41	-26
COC(=O)C1=C(c2ccc(S(C)(=O)=O)cc2)C[C@@H]2CC[C@H]1N2C	12	-2	-5	x	x	x	-1	x	x
O=P(Oc1ccccc1)(Oc1ccccc1)C(Nc1ccccc1)c1ccccc1 (configuration not stated)	-1	0	-12	-1.8	-2.9	-14	-1	6	-14
CC(C)CC12CN3CCN(CC(C3)C1O)C2 (configuration not stated)	4	-2	0	-4.6	-3.1	-7	6	-3	15
O=C(N[C@H]1CP(=O)(Oc2ccccc2)O[C@H](COCc2ccccc2)[C@H]1O)C(Cl)(Cl)Cl (some centres not stated)	-3	3	-9	x	x	-3	2	x	6
N[C@@H](Cc1c[nH]c2ccccc12)c1nnc(SCc2ccccc2)o1	-28	7	-5	-0.7	-3.6	-2	5	-13	-8
Cc1c(C(=O)c2cccc3ccccc23)c2cccc3c2n1[C@H](CN1CCOCC1)CO3	-58	4	-4	x	x	x	1	x	x
CCOC(=O)CCCCCNC(=O)c1c(O)[nH]c(=O)[nH]c1=O	-2	0	5	x	x	x	8	x	x

Compound profiles, from the list above. Order of screens: CRFBP-R2 block, IDE inh, GalR3 antagonist, VIM-2 inhibitor, IMP-1 inhibitor, p-CIP stab down, IDE cell activ, NS3 helicase inh, SUMO HTRF inh
`c1ccc2c(c1)CC1CNCc3cccc(c31)S2` (configuration not stated) is listed with 5, 4, 2, 0.2, -1.5, 8, 4, -41, -26
`O=C(N[C@H]1CP(=O)(Oc2ccccc2)O[C@H](COCc2ccccc2)[C@H]1O)C(Cl)(Cl)Cl` (some centres not stated) is listed with -3, 3, -9, x, x, -3, 2, x, 6
`COC(=O)C1=C(c2ccc(S(C)(=O)=O)cc2)C[C@@H]2CC[C@H]1N2C` is listed with 12, -2, -5, x, x, x, -1, x, x
`CCOC(=O)CCCCCNC(=O)c1c(O)[nH]c(=O)[nH]c1=O` is listed with -2, 0, 5, x, x, x, 8, x, x
`O=P(Oc1ccccc1)(Oc1ccccc1)C(Nc1ccccc1)c1ccccc1` (configuration not stated) is listed with -1, 0, -12, -1.8, -2.9, -14, -1, 6, -14

Other records
Compound	CRFBP-R2 block	IDE inh	GalR3 antagonist	VIM-2 inhibitor	IMP-1 inhibitor	p-CIP stab down	IDE cell activ	NS3 helicase inh	SUMO HTRF inh
FC(F)(F)c1ccc(NC2=NCCCS2)cc1	1	0	-11	0.2	-1.7	-15	-2	0	11
O=c1ccc2cc3ccoc3c(O)c2o1	-4	-3	-1	x	x	x	1	x	x
CN(C)Cc1ccccc1OC(=O)N(C)C	21	-7	2	0.0	-1.1	-10	0	-7	13
O=C(CNC(=O)c1ccc(Br)cc1)Nc1ccc(Br)cc1C(=O)c1ccccc1	-22	-8	-6	-3.4	-1.8	8	-1	0	-12
Cc1ccc(S(=O)(=O)N(C)CCCC(=O)N2CCN(c3ccccn3)CC2)cc1	6	6	-1	-0.5	0.9	-9	-2	5	15
COCCCn1c(N)c(C(=O)OC(C)COC)c2nc3ccccc3nc21 (configuration not stated)	13	-8	0	2.1	1.0	-12	-1	3	37
CCCCn1c(=O)c(C(=O)Nc2cnccn2)c(O)c2ccccc21	-29	-3	2	-4.2	-2.5	-3	2	2	-1
Nc1ccc(C2(c3ccc(N)cc3)CCCCC2)cc1	-19	-1	-3	0.9	-3.7	-4	4	2	15
COc1ccc(OC)c(NP(=O)(Oc2ccc(Cl)cc2)Oc2ccc(Cl)cc2)c1	-21	0	-5	-5.2	-3.7	-2	2	-6	-23
COC(=O)C1=C(c2cc3ccccc3s2)C[C@@H]2CC[C@H]1N2C(=O)NC1CC1	-9	-3	-1	x	x	x	6	x	x
C[C@H]1CC[C@@H]2[C@@H](C)[C@H]3[C@H](C[C@H]4[C@@H]5CC=C6C[C@@H](O[C@@H]7O[C@H](CO)[C@H](O)[C@H](O[C@@H]8O[C@H](CO)[C@@H](O)[C@H](O)[C@H]8O)[C@H]7O[C@@H]7O[C@@H](C)[C@H](O)[C@@H](O)[C@H]7O)CC[C@]6(C)[C@H]5CC[C@]34C)N2C1	-22	-20	-6	0.6	-0.3	39	7	-11	-8
CCN(C(=O)COC(=O)c1cc(C)n(C2CC2)c1C)c1ccccc1	-9	-3	0	x	x	x	3	x	x
O=C(Nc1ccc(F)cc1)N1CC2CC(C1)c1cccc(=O)n1C2 (configuration not stated)	-11	-5	-1	-3.0	-2.5	-13	-4	1	12
O=c1[nH]sc2cc(F)ccc12	-7	x	-2	-1.3	-2.0	-17	-32	1	-2
CC(C)Oc1ccc(CCN)cc1Cl	-14	0	-4	-3.1	-1.0	-1	7	-7	-2
O=C(c1c[nH]c2ccc(S(=O)(=O)N3CCC4(CC3)OCCO4)cc2c1=O)N1CCC2(CC1)OCCO2	-4	3	1	-5.1	-2.8	6	0	13	1
O=c1cc(CN2CCNCC2)nc2sccn12	-7	-1	-11	-1.7	-2.9	6	3	-8	-12
CCN1CCN(Cc2cccnc2)CC1	3	1	-4	-1.6	-1.9	-4	3	13	6
COc1ccc(-n2c(C)nc3ccccc3c2=O)c([N+](=O)[O-])c1	4	5	-9	-1.2	-5.4	3	2	1	-6
NC(=O)OCCSc1nnc(-c2cccc(C(N)=S)c2)o1	-13	0	-5	3.0	0.8	2	9	-1	1
Cc1cccc(C(=O)Nc2ccc3c(c2)CC2(C(=O)N(C)C(=O)N(C)C2=O)C2CCCN32)c1 (configuration not stated)	-5	3	x	-3.0	-3.7	-6	4	-19	13
Cc1ccc(CNCCc2ccc(F)cc2)s1	-6	1	-7	-2.0	-2.9	1	6	-16	-2
COC(=O)CN1C(=O)CN=C(c2ccccc2Cl)c2cc(Br)ccc21	3	0	-4	-2.7	-3.3	-5	x	9	5
CC1CCN(C(=O)COC(=O)c2cn(C)c3ccccc23)CC1	-4	0	-4	x	x	x	1	x	x
CCn1c(O)c(C=NCc2cccs2)c(=O)[nH]c1=O	-4	0	-4	-3.3	1.0	8	3	5	-25
CCOc1ccc(C2(C#N)CC[N+](C)(C)CC2)cc1	-12	5	-1	-2.2	-0.5	-11	-5	-5	-5
Cc1ccc(O)c(CN2CCN(c3ccccc3)CC2)c1	-6	4	-1	-4.2	-4.9	-24	2	-1	21
Cc1cccc(-n2c(C)nc3cc(C(=O)N4CCC5(CC4)OCCO5)ccc32)c1	9	-1	-6	0.3	-0.4	0	3	1	12
CN1C(=O)C(=Cc2ccccc2OCc2ccc(Cl)cc2)C(=O)N(C)C1=O	-2	-1	-4	-2.4	-1.3	-23	1	-12	15
COc1ccc(C=C2C(=O)N(C)C(=O)N(C)C2=O)cc1CSc1ccccn1	-1	0	1	0.0	-0.5	-6	4	1	-2
COc1ccc(-c2nn(CCC#N)cc2C(=O)Nc2ccccc2Br)cc1[N+](=O)[O-]	5	0	2	-0.6	-2.9	-1	2	3	13
CC(=O)N[C@@H]1CC[C@@]2(O)[C@H]3Cc4ccc(O)c5c4[C@@]2(CCN3CC2CC2)[C@@H]1O5	-4	2	1	x	x	x	2	x	x
CC1(C)C2CC=C(CN3CCC(O)CC3)C1C2 (configuration not stated)	-10	3	-6	-2.6	-5.2	-2	2	-11	18
COC(=O)C1=C(c2cc3ccccc3s2)C[C@@H]2CC[C@H]1N2C(=O)NCc1ccco1	3	-1	-2	x	x	x	-4	x	x
COc1ccc(Cn2c(O)c(C=NCCN3CCOCC3)c(=O)[nH]c2=O)cc1	-3	5	0	-0.9	-1.0	-9	2	11	9
Cn1nccc1C(=O)N1CCC2(CC1)OCCO2	0	0	0	-2.4	-0.7	-6	2	1	-1
O=C1N[C@@H](Cc2ccccc2)C(=O)N2[C@H]1C[C@H]1c3ccccc3N(OOSc3ccccc3)[C@H]12	-5	1	-4	x	x	x	1	x	x
COc1ccccc1NC(=O)N1C[C@@H]2C[C@@H](C1)c1cccc(=O)n1C2	0	9	-1	-2.8	-2.9	8	2	-3	10
CCn1c(NN=O)nc2ccccc21	-2	6	-6	-3.1	-3.8	-15	2	2	0
CCSC(=O)N1CCCCCC1	9	4	-4	x	x	x	6	x	x
CC(=O)OC1=CC[C@H]2[C@@H]3CC[C@H]4C[C@H](OC(C)=O)[C@@H](OC(C)=O)C[C@]4(C)[C@H]3CC[C@]12C	28	4	-2	x	x	x	4	x	x
Cc1nc2sccc2c(=O)n1-c1ccccc1Cl	6	-3	-8	-0.8	-1.9	8	2	-1	-13
CCOc1ccc(C(C)=O)cc1Cn1ccsc1=N	5	x	-11	-1.2	-0.3	2	-2	-25	14
COc1ccc(CN2C(=O)NC(=O)/C(=C/c3ccc(OC)c(OC)c3OC)C2=O)cc1	2	4	-3	0.2	3.5	-19	1	16	3
COc1ccc(CC2C(=O)NC(=O)NC2=O)c(OC)c1	-11	3	-2	-1.1	-1.0	1	-3	-2	-25
CCN(C(=O)COC(=O)Cc1ccccc1)c1c(N)n(Cc2ccccc2)c(=O)[nH]c1=O	18	3	-4	x	x	x	4	x	x
CCCC12CN3CCN(CC(C3)/C1=N\NC(=O)c1ccncc1)C2	24	3	-2	-2.9	-1.9	1	-8	-2	1
CCN(CC)P(=O)(NC(=O)c1cccn1C)N(CC)CC	12	1	-5	-3.5	-0.2	11	5	0	6
CC(C)(C)NC(=O)Cn1cc(C(=O)c2ccccc2F)c2ccccc21	-6	-5	-5	-1.2	-3.5	-6	-2	3	8
CN(C)[C@@H]1C(=O)C(C(N)=O)=C(O)[C@@]2(O)C(=O)C3=C(O)c4c(O)cccc4[C@@](C)(O)C3C[C@@H]12 (some centres not stated)	-47	6	-2	x	x	x	10	x	x
C/C=C/c1ccc2c(c1)OCO2	22	7	0	x	x	x	0	x	x
